Glioma ERSR ind: induces the endoplasmic reticulum stress response in human glioma cells; U87-MG GRP78 promoter luciferase reporter, 16 h; Potency, µM, for the others: at the top dose activation, actives largely listed as activators; 420,000 tested, 0.02% active; further: potency means the concentration at half of the fitted maximal effect; series mostly up to about 76 µM; % of control where 0% means no effect; nearly all actives have a fitted effect of over 35% in size
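ERSR induction read as luciferase luminescence (Bright-Glo, 10 min at room temperature) in stably transfected human U87-MG glioma cells exposed to compounds for 16 h, using GRP78 as sensor.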
Vif-APOBEC3G blk: Vif-A3G binding inhibition. Potency, µM (highest dose often 46.1 µM), without a hit: at the highest dose activity, negative = active, most hits filed as inhibitors. Q9HC16. AID 602310. 410,000 tested, 0.076% active. HeLa A3G-eYFP + Vif (tagged APOBEC3G with the HIV-1 protein that degrades it), YFP fluorescence, overnight;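 further: potency means the concentration at half of the fitted maximal effect; on the % scale 0 is the no-effect control and ±100 the full control effect; nearly all actives have a fitted effect of over 60% in size; hits raise eYFP signal because A3G escapes Vif-driven loss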
Target sequence (Q9HC16 whole entry, looked up): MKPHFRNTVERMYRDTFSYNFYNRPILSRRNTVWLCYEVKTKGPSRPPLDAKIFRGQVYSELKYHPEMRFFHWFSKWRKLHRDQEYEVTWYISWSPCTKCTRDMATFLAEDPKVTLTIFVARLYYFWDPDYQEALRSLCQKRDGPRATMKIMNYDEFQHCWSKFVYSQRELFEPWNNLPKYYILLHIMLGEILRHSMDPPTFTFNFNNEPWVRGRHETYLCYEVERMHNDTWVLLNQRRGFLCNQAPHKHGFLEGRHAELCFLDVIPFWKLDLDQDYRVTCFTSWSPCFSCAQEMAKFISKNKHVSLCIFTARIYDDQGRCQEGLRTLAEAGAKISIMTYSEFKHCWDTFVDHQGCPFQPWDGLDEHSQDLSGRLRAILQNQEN
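HeLa cells stably expressing Vif and C-terminally eYFP-tagged A3G, seeded overnight at 37 deg C, then exposed to compound by pintool overnight at 37 deg C. Rise in yellow fluorescence (Ex 488/Em 500-530, Acumen) marks blocked Vif-driven A3G degradation.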
D2 PAM: D2 dopamine receptor (human) potentiation; P14416; HEK293 T-REx D2, calcium flux, EC20 dopamine potentiation; potentiation, % at 10 µM; 340,000 tested, 0.34% active;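 active means potentiation over 3 SD above the plate norm, cut at about 30% in these data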; further: 0% is about no effect
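Calcium flux readout, no-wash dye, 1 read/s. Inducible HEK293 Trex D2 line, overnight 30 C. Compound alone 180 s (agonist flags), then EC20 dopamine, another 180 s to score potentiation.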
D1 antagonist: blocks dopamine activation of the human D1 receptor; AID 504652; HEK293 TREx D1 cells, calcium flux, dopamine EC80; hits give low values; P21728; 360,000 tested, 3.2% active; activity change, negative = inhibition, % at 10 µM; in the data active means activity change below about -30%; further: on the % scale 0 is the no-effect control and ±100 the full control effect
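Compound effects on dopamine-evoked calcium signalling were measured in tetracycline-induced HEK293 Trex D1 cells. Dopamine at EC80 followed a 180 s compound pre-read, and fluorescence was tracked kinetically for 180 s more.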
RXFP1 antagonist: antagonists of human relaxin receptor RXFP1 | Q9HBX9 | HEK293-RXFP1, relaxin-stimulated cAMP HTRF, 30 min; hits give low values | activity change, negative = inhibition, % at 57.5 µM | 350,000 tested, 0.59% active | AID 1259400;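 active means activity change of -60% or lower, but not beyond a set lower limit; inconclusive means change between -60% and -40%, or beyond the set limit; inactive means change above -40%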; further: on the % scale 0 is the no-effect control and ±100 the full control effect
Target sequence (Q9HBX9 whole entry, looked up): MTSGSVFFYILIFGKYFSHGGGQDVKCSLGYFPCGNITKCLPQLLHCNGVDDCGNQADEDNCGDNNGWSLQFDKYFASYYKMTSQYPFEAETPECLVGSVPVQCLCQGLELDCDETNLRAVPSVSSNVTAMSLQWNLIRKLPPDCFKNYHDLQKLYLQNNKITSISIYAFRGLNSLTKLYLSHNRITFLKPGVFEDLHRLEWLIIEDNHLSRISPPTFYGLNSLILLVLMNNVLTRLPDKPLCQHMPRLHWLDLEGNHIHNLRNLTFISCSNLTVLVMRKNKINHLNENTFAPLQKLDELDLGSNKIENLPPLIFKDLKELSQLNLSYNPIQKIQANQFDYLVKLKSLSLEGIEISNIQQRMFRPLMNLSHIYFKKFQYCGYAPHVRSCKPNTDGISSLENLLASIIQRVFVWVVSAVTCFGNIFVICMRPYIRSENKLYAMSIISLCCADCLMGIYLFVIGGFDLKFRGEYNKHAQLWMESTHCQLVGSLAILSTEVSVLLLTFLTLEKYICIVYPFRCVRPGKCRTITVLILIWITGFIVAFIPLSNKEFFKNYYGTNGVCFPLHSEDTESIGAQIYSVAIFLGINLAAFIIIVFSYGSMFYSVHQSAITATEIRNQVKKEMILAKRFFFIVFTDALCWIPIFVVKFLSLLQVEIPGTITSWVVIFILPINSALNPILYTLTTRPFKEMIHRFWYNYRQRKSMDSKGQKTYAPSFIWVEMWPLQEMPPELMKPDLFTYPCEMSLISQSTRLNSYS
RXFP1 agonist: RXFP1 (human) receptor agonism; HEK293T-RXFP1 cAMP TR-FRET, 30 min; response scale: percent of porcine relaxin response, buffer zero; Q9HBX9; AID 2676; 370,000 tested, 0.3% active; Potency, µM (titrated, usually from 57.5 µM), for the others: top-dose activation, usual class: activators; further: potency means the concentration at half of the fitted maximal effect; on the % scale 0 is the no-effect control and ±100 the full control effect; nearly all actives have a fitted effect of over 60% in size; many of its hits are not listed in these tables
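HEK293T cells stably expressing RXFP1 were pretreated with the PDE4 inhibitor Ro 20174, exposed to compounds for 30 min at 37C, lysed, and cAMP was read by TR-FRET. Data normalized to buffer (basal) and 29 nM porcine relaxin (100%).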
D1 potentiator: enhances dopamine response at the human D1 receptor. HEK293 TREx D1 cells, calcium flux, dopamine EC20 potentiation. P21728. 360,000 tested, 0.036% active. potentiation, % at 10 µM; in the data active means potentiation above about 30%; further: 0% is about no effect
Vif-APOBEC3F blk: blocks the Vif interaction with APOBEC3F; Potency, µM (titrated, usually from 46.1 µM), inactives show top-dose activity, negative = active; AID 602313; HeLa A3F-eYFP + Vif (tagged APOBEC3F with the HIV-1 protein that degrades it), YFP fluorescence increase; 390,000 tested, 0.2% active; further: potency means the concentration at half of the fitted maximal effect; % of control where 0% means no effect; nearly all actives have a fitted effect of over 65% in size
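HeLa cells stably expressing Vif plus C-terminally eYFP-tagged A3F were seeded, incubated overnight at 37 deg C, dosed with compound, incubated overnight again at 37 deg C. Yellow fluorescence (Ex 488/Em 500-530) reported blocked Vif-mediated A3F-eYFP degradation.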
D1 agonist: human D1 receptor agonism; P21728; HEK293 T-REx D1 cells, calcium flux, agonist mode; activation, % at 2 µM; 360,000 tested, 1% active; in the data active means activation above about 30%; further: 0% is about no effect
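Inducible HEK293 T-REx D1 cells, force-coupled to calcium signalling, were plated at 4000 cells/well with tetracycline and held overnight at 30 C. After no-wash calcium dye loading, compound-evoked calcium rise over 180 s flagged agonists.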
Numbers without * were called inactive; ? = inconclusive; / = not tested or not shown; & = joins results of further samples. Unless noted, the call rests on the fitted dose curve; in most records, active means well fitted curve in the direction sought with a large enough effect; inconclusive means small, poorly fitted or top-dose-only effect, or another doubt; inactive means no such curve, though single readings can be large; an effect the other way counts as inactive or inconclusive. Only part of the results is shown; rates above refer to the full screens.

SMILES	Glioma ERSR ind	Vif-APOBEC3G blk	D2 PAM	D1 antagonist	RXFP1 antagonist	RXFP1 agonist	D1 potentiator	Vif-APOBEC3F blk	D1 agonist
O=C(O)/C=C/C(=O)Nc1ccc(OC(F)(F)F)cc1	-1%	1%	0	-6	14	-0.1%	0	-9%	1
COc1cc(OC)cc(-c2c(C#Cc3ccsc3)c3cc(-c4cccc5[nH]ccc45)ccc3n2C)c1	-5%	-5%	9	/	/	3.1%	-1	-1%	1
CC(=O)c1sc2c(c1N)c(=O)[nH]c(=O)n2-c1ccccc1	1%	-3%	7	-2	-7	3.3%	0	9%	2
Oc1ccc(Cl)cc1N=Nc1ccccc1	2%	-3%	-4	22	3	1.6%	2	-1%	5
O=C(NCc1cccnc1)c1ccc(COc2ccccc2Cl)o1	-3%	1%	-2	-10	3	-0.2%	0	1%	1
CN(CC(=O)Nc1ccc(F)cc1)C(=O)c1cc2c(s1)CCCCC2	-1%	5%	0	-9	-11	2.2%	1	-2%	3
O=[N+]([O-])c1cc(S(=O)(=O)N2CCOCC2)ccc1OCc1ccccc1C(F)(F)F	-4%	0%	-1	19	-8	0.6%	-1	2%	3
COc1ccc(-c2cc(C(=O)Nc3ccc(C(N)=O)cc3)c3ccccc3n2)cc1	4%	-20%	10	-4	-7	0.7%	-7	10%	2
CCOc1ccc(-c2cccc(NC(=O)c3cccs3)c2)nn1	-1%	-3%	-6	-2	21	0.4%	0	6%	-1
Cc1ccc(C(=O)N[C@H](C(=O)Nc2cccc(S(=O)(=O)N3CCOCC3)c2)C(C)C)cc1	-3%	-4%	/	/	2	/	/	3%	/
CCOC(=O)CN1C(=O)c2cccnc2Oc2ccccc21	/	/	5	3	-1	0.3%	-4	/	-1
O=C(NCc1cnc2ccccn12)C1CCC(=O)N(Cc2ccccc2F)C1 (configuration not stated)	-3%	1%	-2	-26	-8	8.7%	-3	2%	3
COc1cc2c(cc1OC)/C(=C/C(=O)c1ccccc1)NCC2	5%	-7%	-2	-3	1	5.0%	-13	0%	2
COc1ccc(-n2c(CCC(=O)O)ccc2-c2ccccc2)cc1	-3%&5%	-1%&-4%	-9&8	-12&-8	-13&-10	-1.7%&1.5%	-4&2	-1%&-2%	3&1
O=C(NC(=S)Nc1ccc(N2CCCC2)cc1)c1ccc(F)cc1	13%	2%	8	13	-11	-3.9%	2	-6%	5
O=S(NCc1ccccc1)C12CC3CC(CC(C3)C1)C2 (configuration not stated)	-3%	0%	-6	11	15	1.6%	0	-6%	2
Cc1ccc(CCNC(=O)c2cc3cc4cc(C)ccc4nc3s2)cc1	-1%	1%	5	2	-18	6.2%	-3	-2%	4
COCC(C)n1c(COc2ccccc2F)nnc1SCc1c(C)noc1C (configuration not stated)	-1%	2%	-5	-9	3	0.4%	-1	4%	3
Cc1cc(C)c(C)c(C(=O)CSc2nnc(C)c(=O)[nH]2)c1C	/	/	19	2	/	-0.7%	-3	/	1
COCCCNC(=O)Cn1c(=O)n(CCCCCC(=O)NCc2ccc3c(c2)OCO3)c(=O)c2sccc21	8%	-5%	4	-2	-34	-0.8%	16	23%	3
COc1ccc(CC(=O)NCc2ccccc2F)cc1S(=O)(=O)N1CCOCC1	-6%	-5%	/	/	5	/	/	5%	/
O=C(CNCc1ccc(F)cc1)Nc1ccc(C(=O)N2CCCCC2)cc1	-3%	0%	-10	2	0	-1.8%	3	-9%	3
CCN1CCN(C(=O)Nc2ccccc2OC)CC1	-1%	1%	4	-5	20	-0.1%	-6	0%	3
COc1cc(C(=O)Nc2nccs2)ccc1OCc1c(C)noc1C	-1%	-10%	7	-7	0	0.7%	-4	-6%	1
C/C(=N\NC(=O)CN1CCN(Cc2ccc(C)cc2)CC1)c1ccncc1	-3%	-2%	-7	-2	-11	0.2%	-2	-10%	0
O=C(Cn1cc([N+](=O)[O-])cn1)Nc1ccccn1	2%	-1%	-14	-1	-12	-1.0%	-6	5%	1
N#CC1=C(N)C(C#N)(C#N)[C@H](c2cccnc2)[C@H]2CN(C(=O)OCc3ccccc3)CC=C12	-1%	?	6	-2	7	0.8%	-3	?	6
Cc1c(OCC(F)(F)F)ccnc1CS(=O)c1nc2ccccc2[nH]1 (configuration not stated)	0%&1%&3%&-3%&0%	-1%	10&2	-26&0	-11	-0.4%&2.4%	-5&1	-1%	1&2
COc1nc(N)c(S(=O)(=O)c2ccccc2C)cc1C#N	-3%	2%	4	6	17	-0.2%	-1	-1%	1
O=C(NCc1ccccc1)C(=O)Nc1cccc(C(=O)O)c1	-17%	-6%	6	-14	18	3.9%	6	4%	3
c1ccc(COCCCn2cc(-c3ccccc3)nn2)cc1	4%	-1%	-1	-2	/	-2.4%	-4	-2%	13
COc1cc(NC(=O)CN2CCC(C(N)=O)(N3CCCCC3)CC2)c(OC)cc1Cl	-1%	0%	-1	-3	1	0.3%	-1	3%	0
COc1cccc(NC(=O)COC(=O)CNC(=O)C2CCCCC2)c1	-4%	-2%	7	-27	-4	-1.4%	-3	-4%	0
CC1(C)Cc2c(C#N)c(N3CCOCC3)nc(Cc3ccccc3)c2CO1	-7%	-5%	16	22	-26	1.4%	4	-8%	2
NC(=O)C(c1ccc(Br)cc1)c1ccc(C(=O)c2ccccc2)cc1 (configuration not stated)	-3%	-6%	-2	-14	-37	-0.5%	-4	-1%	18
O=C(C1CCC1)N1CCCc2cc(S(=O)(=O)N3CCN(c4ccccc4)CC3)ccc21	-2%&-3%	4%&2%	-9&-1	-2&20	3&-8	0.8%&-0.1%	0&0	-1%&1%	2&0
O=C(COC(=O)C1CC2C=CC1C2)NCc1ccccc1Cl (configuration not stated)	-2%	-7%	20	13	3	3.0%	-1	-9%	-1
COc1ccc(OC)c(NC(=O)CCNS(=O)(=O)c2cc(Br)cnc2N)c1	-3%	-1%	-2	9	12	1.0%	-1	-11%	0
Cn1c(=O)c2c(c3ccccc31)OC(=O)CC2c1cccc(Cl)c1 (configuration not stated)	-3%	-3%	6	-3	6	24%	2	1%	0
COc1ccc(Cl)cc1NC(=O)CN(C)C(=O)c1cccc2cccnc12	-5%	4%	/	/	3	/	/	-3%	/
Cc1cc(NS(=O)(=O)c2ccc(NC(=O)c3ccc([N+](=O)[O-])c(Cl)c3)cc2)no1	-4%	2%	/	6	8	-0.3%	-8	3%	-1
CC1(c2ccccc2)NC(=O)N(CC(=O)Nc2ccc(S(N)(=O)=O)cc2)C1=O (configuration not stated)	3%	-3%	/	-1	6	-0.1%	-6	-15%	1
COc1ccc(Br)cc1CSC(=N)N	-4%	1%	3	-6	-22	-0.2%	-5	-3%	22
COc1cc(-c2noc(-c3ccco3)n2)cc(OC)c1OC	2%	-4%	7	1	-3	-0.2%	-1	1%	3
O=C1CN(c2cc(Cl)cc(Cl)c2)C(=O)CN1/N=C/c1cccnc1	1%	0%	4	-15	-3	-0.6%	-7	9%	2
O=C(CN1CCCCC1)N/N=C/c1ccc(Cl)cc1Cl	0%	7%	7	27	-3	-5.7%	4	6%	-2
CC(C)Sc1ncc(Cl)c(C(=O)Nc2ccc(S(=O)(=O)N(C)c3ccccc3)cc2)n1	-1%	-8%	7	-11	/	0.8%	-1	-3%	2
COc1ccc(NC(=O)c2cc(=O)[nH]c(=O)[nH]2)cc1S(=O)(=O)Nc1ccccc1Cl	-7%	-8%	-1	-19	14	-1.2%	0	?	1
Cc1ccc(C(=O)CCNc2cccc(Br)c2)o1	0%	1%	10	-13	1	1.3%	-5	3%	1
NC(=S)N/N=C/c1ccc(Br)o1	-1%	-6%	-3	2	9	1.6%	-1	?	1
CCOC(=O)c1c2n(c3ccc(O)cc13)CCCCC2	-2%	-2%	29	-3	-9	-0.9%	-5	0%	0
CCOc1ccc(NC(=O)CSc2nccn(-c3ccc4c(c3)OCCO4)c2=O)cc1	-1%	0%	-5	7	-6	2.8%	0	4%	0
O=C(O)Cc1ccc(N=Cc2c(O)ccc3ccccc23)cc1	-7%	0%	5	4	-8	2.2%	-9	15%	2
CCCc1cc(=O)[nH]c(SCC(=O)N(CC(C)C)C2CCS(=O)(=O)C2)n1 (configuration not stated)	-2%	0%	2	1	12	1.1%	-4	-12%	2
O=C(NCc1ccco1)c1nc(-c2ccc(F)cc2)no1	13%	7%	-1	-8	-10	0.7%	0	-8%	4
CCC1(CC)Cc2ccccc2C(Nc2c(C)n(C)n(-c3ccccc3)c2=O)=N1	1%	0%	17	1	6	-1.9%	-4	7%	-2
O=C(C1COc2ccccc2O1)N1CCN(c2nc3ccc([N+](=O)[O-])cc3s2)CC1 (configuration not stated)	-3%	-3%	-14	-24	-3	-0.2%	0	9%	6
CCS(=O)(=O)c1ccc(O)c(NC(=O)COc2ccccc2)c1	-1%	-4%	-8	15	-7	-0.4%	0	-10%	-2
Cc1ccc(S(=O)(=O)N2CCN(C)CC2)cc1[N+](=O)[O-]	-2%	2%	-12	2	9	5.1%	-8	-6%	1
Cc1ccc(-n2c(P(C)(=O)O)nc3ccccc32)cc1	-2%	0%	8	11	2	-2.8%	2	?	3

Reformatted with values under each structure: entries from further up
Below each compound: Glioma ERSR ind, Vif-APOBEC3G blk, D2 PAM, D1 antagonist, RXFP1 antagonist, RXFP1 agonist, D1 potentiator, Vif-APOBEC3F blk, D1 agonist
- O=C(NCc1ccco1)c1nc(-c2ccc(F)cc2)no1
  13%, 7%, -1, -8, -10, 0.7%, 0, -8%, 4
- CCC1(CC)Cc2ccccc2C(Nc2c(C)n(C)n(-c3ccccc3)c2=O)=N1
  1%, 0%, 17, 1, 6, -1.9%, -4, 7%, -2

Following part
SMILES	Glioma ERSR ind	Vif-APOBEC3G blk	D2 PAM	D1 antagonist	RXFP1 antagonist	RXFP1 agonist	D1 potentiator	Vif-APOBEC3F blk	D1 agonist
CC1=C(c2ccccc2)C(O)(c2ccccc2)C(C)C1=O (configuration not stated)	-6%	?	/	/	-20	/	/	-7%	/
Cc1cc(S(=O)(=O)NCCc2csc(-c3cccc(F)c3)n2)ccc1F	4%	-12%	1	8	-23	-0.1%	-1	0%	3
Cc1[nH]n(-c2ccccc2)c(=O)c1/C=N/N(C)c1ccccc1	-1%	0%	-6	10	-14	1.5%	-7	0%	2
CCCC(=O)N1CCCC(C(=O)c2ccc(OC)c(OC)c2)C1 (configuration not stated)	-2%	-10%	-8	-25	12	-0.1%	1	-1%	-2
